Fam108B counter: mouse Fam108B serine hydrolase inhibitors, primary screen, counter-screen for RBBP9 inhibitor project, biochemical, fluorescence polarization; recombinant Fam108B, FP-Rh probe fluorescence polarization; inhibition, % at 9.51 µM; hit rate 0.33% among 300,000; AID 1947, 2009;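 active = inhibition above the screen mean inhibition plus 3 SD, computed separately per campaign, cut at about 18% in these data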;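 also: inhibitors lower polarization as less probe binds the enzyme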
LYPLA1 inh: LYPLA1 inhibitors, primary screen, counter-screen for PME1 inhibitor project, biochemical, fluorescence polarization, FP-Rh probe ABPP. Acyl-protein thioesterase 1 (Homo sapiens), O75608. recombinant LYPLA1. inhibition, % at 5.9 µM. hit rate 0.16% among 320,000. AID 2174, 2009;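 active = inhibition above the mean of all tested compounds plus 3 SD, set per campaign, cut at about 14% in these data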;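 also: inhibitors block serine hydrolase probe labeling of LYPLA1 so polarization falls; 0% = enzyme with DMSO and 100% = wells lacking LYPLA1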
PAFAH1B2 FP inh: PAFAH1B2 enzyme inhibitors, primary screen, biochemical, fluorescence polarization, human; recombinant PAFAH1B2, FP-rhodamine activity probe; hit rate 1.2% among 340,000; Platelet-activating factor acetylhydrolase IB subunit alpha2 (Homo sapiens), P68402; inhibition, % at 3.39 µM;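 active = inhibition above the mean of all tested compounds plus 3 SD, cut at about 24% in these data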;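 also: 0% = enzyme with DMSO and 100% = wells lacking PAFAH1B2; many of its hits are not listed in these tables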
GSTO1 counter: inhibitors of recombinant GSTO1, primary screen, counter-screen for RBBP9 inhibitor project, biochemical, fluorescence polarization; Glutathione S-transferase omega-1 (Homo sapiens), P78417; activity-based probe fluorescence polarization; inhibition, % at 5.96 µM; hit rate 1.1% among 300,000; AID 1974, 2009;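 active = inhibition above the campaign mean inhibition plus 3 SD, cut at about 35% in these data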;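 also: 0% = GSTO1-1 with DMSO and 100% = wells lacking GSTO1-1 enzyme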
Target sequence (P78417 whole entry, looked up): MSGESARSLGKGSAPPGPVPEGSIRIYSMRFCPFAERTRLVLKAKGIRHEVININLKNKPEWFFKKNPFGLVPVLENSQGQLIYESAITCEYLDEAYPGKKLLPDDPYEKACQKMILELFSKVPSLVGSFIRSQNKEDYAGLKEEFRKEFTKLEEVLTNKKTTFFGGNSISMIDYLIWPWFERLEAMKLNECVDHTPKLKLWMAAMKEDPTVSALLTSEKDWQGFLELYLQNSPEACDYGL
PME-1 inh: PME-1 inhibitors via competitive probe labeling, primary screen, biochemical, fluorescence polarization, FP-Rh probe, HTS; Protein phosphatase methylesterase 1 (Homo sapiens), Q9Y570; recombinant PME-1; inhibition, % at 5.9 µM; hit rate 0.53% among 320,000; AID 2130, 2009;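 active = inhibition above the campaign mean of all compounds plus 3 SD, cut at about 26% in these data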;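 also: competitive labeling of PME-1 active site by serine hydrolase directed probe; 0% = PME-1 with DMSO and 100% = wells lacking PME-1 enzyme; inhibitors block probe labeling so polarization falls and inhibition rises; many of its hits are not listed in these tables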
pPAFAH FP inh: pPAFAH enzyme inhibitors, primary screen, biochemical, fluorescence polarization, human | Platelet-activating factor acetylhydrolase (Homo sapiens), Q13093 | recombinant pPAFAH, FP-rhodamine probe fluorescence polarization | inhibition, % at 3.39 µM | hit rate 1.5% among 330,000 | AID 463082, 2010;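 active = inhibition above the mean inhibition across the screen plus 3 SD, cut at about 25% in these data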;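 also: inhibitors block binding of the rhodamine activity-based probe so polarization drops; 0% = enzyme with DMSO and 100% = wells lacking pPAFAH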
Target sequence (Q13093 whole entry, looked up): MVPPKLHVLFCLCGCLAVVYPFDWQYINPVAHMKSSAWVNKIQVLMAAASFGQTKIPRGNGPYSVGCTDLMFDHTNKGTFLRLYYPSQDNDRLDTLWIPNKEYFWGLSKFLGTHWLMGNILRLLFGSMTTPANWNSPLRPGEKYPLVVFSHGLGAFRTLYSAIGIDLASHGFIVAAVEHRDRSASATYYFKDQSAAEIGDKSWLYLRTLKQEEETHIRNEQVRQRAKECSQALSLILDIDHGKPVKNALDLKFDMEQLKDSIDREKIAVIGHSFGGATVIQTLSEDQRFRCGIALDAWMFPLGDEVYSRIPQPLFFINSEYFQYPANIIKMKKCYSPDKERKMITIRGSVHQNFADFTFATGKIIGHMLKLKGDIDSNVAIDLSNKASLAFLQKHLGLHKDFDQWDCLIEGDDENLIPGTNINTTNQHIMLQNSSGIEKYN
PAFAH2 inh: PAFAH2 enzyme inhibitors, primary screen, biochemical, fluorescence polarization, human; Platelet-activating factor acetylhydrolase 2, cytoplasmic (Homo sapiens), Q99487; recombinant PAFAH2, FP-rhodamine activity probe; inhibition, % at 3.39 µM; hit rate 0.99% among 340,000; AID 492956, 2010;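 active = inhibition above the mean over all tested compounds plus 3 SD, cut at about 30% in these data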;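 also: inhibitors block probe labeling of enzyme so polarization drops; 0% = enzyme with DMSO and 100% = wells lacking PAFAH2 protein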
PAD4 FP inh: human PAD4 inhibitors, primary screen, biochemical, fluorescence polarization, 1536-well format. recombinant PAD4, RCA probe fluorescence polarization. inhibition, % at 6.36 µM. hit rate 0.41% among 330,000;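 active = percent inhibition above a cutoff equal to the mean of all tested compounds plus 3 SD, cut at about 15% in these data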;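 also: 0% = PAD4 with RCA probe and DMSO and 100% = probe without PAD4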
PAFAH1B3 FP inh: PAFAH1B3 enzyme inhibitors, primary screen, biochemical, fluorescence polarization, human. hit rate 0.28% among 340,000. inhibition, % at 3.39 µM. Platelet-activating factor acetylhydrolase IB subunit alpha1 (Homo sapiens), Q15102. recombinant PAFAH1B3, FP-rhodamine probe;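 active = inhibition above the screen-wide average of all tested compounds plus 3 SD, cut at about 25% in these data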;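 also: 0% = enzyme with DMSO only and 100% = wells lacking PAFAH1B3 protein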
Target sequence (Q15102 whole entry, looked up): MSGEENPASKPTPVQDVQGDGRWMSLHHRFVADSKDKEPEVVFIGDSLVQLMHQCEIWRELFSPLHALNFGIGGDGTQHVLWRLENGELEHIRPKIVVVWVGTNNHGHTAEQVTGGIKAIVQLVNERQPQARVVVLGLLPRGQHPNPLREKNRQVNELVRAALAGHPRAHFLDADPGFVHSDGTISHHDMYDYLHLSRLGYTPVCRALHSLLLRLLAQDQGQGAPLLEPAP
The depositor's hits bear a star; / = no result given. Not all compounds are listed, so the mix of outcomes need not match the whole.

molecule	Fam108B counter	LYPLA1 inh	PAFAH1B2 FP inh	GSTO1 counter	PME-1 inh	pPAFAH FP inh	PAFAH2 inh	PAD4 FP inh	PAFAH1B3 FP inh
CCOc1ccc(S(=O)(=O)Nc2cccc(C(=O)N3CCN(C(C)=O)CC3)c2)cc1	3	1	1	16	5	5	-4	3	6
CCn1cc(C(=O)NCCCN2CC(C)CC(C)C2)c(=O)c2cc(S(=O)(=O)N(C)C)ccc21 (centres undefined)	-1	3	4	10	-3	-6	5	4	7
Cn1c(=O)c2c(ncn2CCOc2ccc(F)cc2)n(C)c1=O	1	0	0	21	-4	6	1	9	-8
CC(C)Nc1nnc(SCC(=O)N2CCN(C(=O)c3ccco3)CC2)s1	/	-1	6	/	2	-11	1	3	2
COCCCNC(=O)CCS(=O)(=O)Cc1ccc(C)cc1	2	1	0	9	1	6	-3	-1	4
O=C(CC1C(=O)NCCN1Cc1ccc(-c2ccccc2)cc1)NCCCn1ccnc1 (centres undefined)	-5	0	4	-5	0	2	5	-3	4
CS/C(Nc1cc(Cl)ccc1Cl)=C(/C#N)C(=O)c1ccco1	-15	-6	11	-207	-9	-7	-3	-5	-1
CC(C)CC1(C)NC(=O)N(CCN2C(=O)c3ccccc3C2=O)C1=O (centres undefined)	3	2	-1	5	-2	-1	2	-6	1
COc1ccc(-c2c[n+]3c4n2CCCCC4=C(c2ccccc2)C3)cc1	-2	4	0	6	0	9	-3	1	2
CCCc1nc2c(=O)[nH]c3ccccc3c2o1	3	-3	-4	1	-1	-3	0	1	4
CCOC(=O)c1cccc(NC(=O)CSc2nncn2-c2ccccn2)c1	-3	-3	7	3	-3	-1	7	-4	1
CCc1c(O)nc2ccccn2c1=O	5	-3	6	7	1	1	4	-1	4
CC(C)/C=N/Nc1nc(-c2ccc(Br)cc2)cs1	1	-5	3	3	15	15	-14	0	15
CC1(c2ccccc2Br)NC(=O)N(CC(=O)NC2CCCCC2)C1=O (centres undefined)	/	0	-3	/	-1	0	-2	0	5
CCn1c(=O)c([N+](=O)[O-])c(NCCc2ccccc2)c2ccccc21	-4	-2	3	-13	-8	4	-5	-1	9
COc1cc(NC(=O)c2cc(S(=O)(=O)N3CCCCC3)c[nH]2)cc(OC)c1	-22	-12	-3	0	-15	-8	-20	-3	-2
CCOc1ccc(/C=N/N(C)c2ccccc2)cc1OC	4	2	5	0	9	5	-1	-1	14
COC(=O)c1sccc1N(C)S(C)(=O)=O	-3	-5	7	3	0	-3	2	3	6
COC(=O)Cn1c(-c2ccc(OC)cc2)c(-c2ccc(OC)cc2)nnc1=O	-4	-5	0	-2	-4	7	3	-1	8
CCN(CCCNC(=O)CCCCn1c(=O)[nH]c2ccccc2c1=O)c1ccccc1	5	-1	5	1	5	6	27	2	1
COc1ccccc1-c1cn[nH]c1-c1ccc(O)cc1O	2	-2	2	-10	0	5	-2	-2	6
CCOC(=O)N1CCC(NC(=O)C(CC(C)C)NC(=O)C2CCCCC2)CC1 (centres undefined)	4	-3	1	2	-1	-1	-5	-3	8
O=C1ON=C(c2ccccc2)/C1=C/c1ccc(O)c(O)c1	-3	-4	8	22	-9	7	10	-1	29*
O=C1N(c2ccccc2)C2CS(=O)(=O)CC2N1c1ccc(Cl)c(Cl)c1 (centres undefined)	-7	2	0	-4	-3	5	-3	-3	2
COc1ccccc1NC(=O)C(C)OC(=O)CC1CCCCC1 (centres undefined)	/	0	8	/	5	-8	-2	-8	2
CCCCCCCC(=O)NNC(=O)Cc1ccccc1	-1	-4	2	5	-9	2	8	2	2
Cc1noc(C)c1COc1cccc(C(=O)OCCOc2ccc(F)cc2)c1	-5	-2	3	-4	-4	10	6	1	1
O=C(Nc1ccc(C(=O)NC2CCCCC2)cc1)c1cncc(Br)c1	0	-5	-3	9	-6	1	-11	-3	-7
O=c1c2c3c(sc2nc2n1CCCS2)CCCC3	-2	-2	-4	-8	-10	-9	1	0	3
CC1(C(=O)O)CCC(C(=O)Nc2ccc3ccccc3c2)C1(C)C (centres undefined)	4	-2	6	11	-8	1	6	0	5
COc1cccc(C(=O)N2CCN(C3CCC(c4ccccc4)CC3)CC2)c1OC (centres undefined)	-3	3	-2	2	-2	4	7	-2	3
Cn1c(SCn2nnc3ccccc3c2=O)nc2ccccc2c1=O	3	1	/	-3	-3	1	/	-1	/
Cc1ccc(/C=N/NC(=O)Cc2c[nH]c3ccccc23)c(C)c1	3	-1	3	-8	3	4	4	7	8
Cc1onc(-c2ccccc2)c1C(=O)NCCc1ccncc1	1	-4	0	2	-1	3	0	3	-5
Cc1cccc(NC(=O)c2ccc(C(=O)c3ccccc3)cc2)n1	-3	3	6	3	-6	10	2	-1	6
Cc1ccc(C)c(S(=O)(=O)N2CCN(C(=O)CSC(=S)N3CCCC3)CC2)c1	-3	3	2	-6	9	3	4	-1	9
CC(C)c1ccc(NC(=O)C2CC3CCC2C3)cc1 (centres undefined)	0	1	8	1	2	1	0	-2	0
O=C1C2C3C=CC(C4CC34)C2C(=O)N1/N=C/c1c[nH]c2ccccc12 (centres undefined)	-2	-3	4	8	-2	3	6	-5	8
O=C(COc1ccc([N+](=O)[O-])cc1)NCc1ccccc1	-3	-4	6	3	-1	5	-9	-3	-2
COCCNC(=O)NC12CC3CC(CC(C3)C1)C2	-2	1	2	1	0	-1	4	1	1
CC1(c2ccccc2)NC(=O)N(CC(=O)Nc2ccc(C(N)=O)cc2)C1=O (centres undefined)	-6	1	-1	-5	-1	-1	7	-2	-6
CC(C)CCOc1ccc(-c2c(=O)n(OCc3ccc([N+](=O)[O-])cc3)c3ccccc3[n+]2[O-])cc1	-3	0	-3	-1	-6	1	-8	-3	-4
CC1CCCCC1NC(=O)CCCCCn1c(=S)[nH]c2ccsc2c1=O (centres undefined)	0	-2	7	3	7	3	9	-1	8
COc1ccccc1-n1cnc2cc(NS(=O)(=O)c3ccc(Br)cc3)ccc21	0	-6	25*	9	2	4	0	3	6
CCOc1cccc(/C=C/c2ccc3cccc(O)c3n2)c1O	3	-6	6	-1	36*	9	-6	-5	15
Cc1ccc(C(=O)Nc2ccc(O)cc2C(=O)O)cc1	0	2	4	2	3	3	1	-2	8
COCCCNC(=O)Cn1c(=O)n(Cc2ccc(C(=O)NCCc3ccc(OC)c(OC)c3)cc2)c(=O)c2ccccc21	-3	3	1	3	0	-2	-3	-4	8
CCOC(=O)c1cnc(-n2nc(C)cc2C)nc1Nc1cccc(C(C)=O)c1	4	2	-2	-7	8	14	1	-2	0
CN(C)c1ccc(/C=N/NC(=O)c2ccc(NC(=O)c3ccccc3)cc2)cc1	1	3	4	7	2	6	1	0	2
O=C(COC(=O)CNC(=O)c1sc2ccccc2c1Cl)NC1CCS(=O)(=O)C1 (centres undefined)	-3	2	2	-1	1	2	1	1	1

The list goes on.
molecule	Fam108B counter	LYPLA1 inh	PAFAH1B2 FP inh	GSTO1 counter	PME-1 inh	pPAFAH FP inh	PAFAH2 inh	PAD4 FP inh	PAFAH1B3 FP inh
Cc1cccc(C(=O)N(C)c2nnc(-c3ccncc3)s2)c1	-1	-5	5	-7	0	-10	0	-3	4
CC(=O)Nc1ccc(NC(=S)NC(=O)c2ccc(-c3ccccc3)cc2)cc1	3	-4	/	-7	-5	-5	/	1	/
NC(=O)c1ccc(NC(=O)COC(=O)c2ccccc2Nc2ccccc2)cc1	-6	-1	-7	-2	-1	-2	-7	2	5
CC(=O)Nc1ccc(C(=O)N/N=C/c2ccccc2OCc2ccccc2)cc1	-11	-20	4	-13	-21	2	-10	-3	9
CNC(=O)c1cc(C(=O)c2ccc(F)cc2Cl)c[nH]1	-2	0	3	5	2	3	-5	-3	2
Clc1ccc(NC2=NCCCCC2)cc1	2	13	7	4	0	0	5	-5	5
CC(C)CN(C(=O)CN1C(=O)NC2(CCc3ccccc32)C1=O)C1CCS(=O)(=O)C1 (centres undefined)	/	0	5	/	7	0	-4	-1	-8
C=CCC[C@@H](Cc1ccc(F)cc1)C(=O)OC[C@@H](Cc1c[nH]c2ccccc12)NC(=O)[C@H](CC=C)CC(=O)N(CCO)Cc1ccccc1	/	/	7	/	/	8	2	2	3
C=CCN=C1S/C(=C\c2ccc(Cl)cc2)C(=O)N1CC=C	-4	-4	/	6	2	-1	/	0	/
CCOC(=O)c1c(C)c(C(=O)NCCN2CCOCC2)c(C)n1C	2	-1	-2	6	-5	1	-1	-8	-2
Cc1cccc2cc(CN(Cc3ccccc3)C(=O)N(C)C)c(=O)[nH]c12	4	-3	2	2	-1	5	16	2	0
Cc1cc(=O)[nH]c(SCC(=O)NCC2CCCCC2)c1C#N	2	-1	1	17	6	3	6	-6	8
Cc1ccc(N(C(=O)Nc2ccccc2)C2=NCC(C)S2)cc1 (centres undefined)	0	-2	0	-1	2	0	0	-1	7
Cc1ccccc1NC(=O)CSc1[nH]c(=O)cc(C)c1C#N	0	-1	3	10	1	-1	15	-5	11
CCOc1cc(/C=N/n2cnnc2)cc(Br)c1O	1	1	-1	11	-2	3	3	0	4
Cc1cc(NC(=O)c2ccc3c(c2)C(=O)N(c2cccc(C)c2C)C3=O)no1	-3	4	-1	-2	-3	0	-4	-1	3
O=S1(=O)CCOC[C@H](Cc2ccccc2)N1Cc1cccc(Cl)c1	-8	-1	18	1	4	0	-3	2	2
COc1cc(C(=O)NNC(=O)c2ccc3c(c2)OCCO3)cc(OC)c1OC	/	/	8	/	/	-5	1	-4	9
Cc1oc2ccccc2c1-c1cn2c(n1)SCC2	0	-2	1	-10	-4	7	4	4	2
Cc1ccc(-c2c(C(=O)O)c3ccccc3[nH]c2=O)cc1	0	1	-2	-2	0	7	8	-5	4
CCOC12CC(C)(C)CC(C)(CC3=C1C(=O)CC(C)(C)C3)C2 (centres undefined)	0	-2	-4	-1	2	2	-21	-8	0
CCS(=O)(=O)c1nc(S(=O)(=O)c2ccc(Cl)cc2)c(N2CCN(C)CC2)s1	-1	0	-2	-8	2	1	3	-2	0
CCOc1ccc(NC(=S)NC(=O)/C=C/c2ccc(OC)cc2)c([N+](=O)[O-])c1	-6	-2	-10	7	5	2	-8	-1	-3
O=C(C1=C[C@@H](c2csc3ccccc23)C[C@@H](OCc2ccc(CO)cc2)O1)N1CCN(Cc2ccccc2)CC1	-6	-6	1	-1	-3	14	1	-4	-2

Compound activity: PubChem BioAssay, The Scripps Research Institute Molecular Screening Center
